# V1R ag counter: V1a receptor agonism, counter-screen for OXTR agonists. 0.25% of 320,000 active. activation, % at 3 µM. CHO-V1R cells, Fluo-8 calcium fluorescence, agonist mode; 0% DMSO, 100% 3 nM vasopressin. AID 2797;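 active = activation above the mean activation of all tested compounds plus 3 SD, per screening run, cut at about 20% in these data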;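 also: signal is peak over basal fluorescence ratio across a 100 second FLIPR read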
# Target sequence (P37288 whole entry, looked up): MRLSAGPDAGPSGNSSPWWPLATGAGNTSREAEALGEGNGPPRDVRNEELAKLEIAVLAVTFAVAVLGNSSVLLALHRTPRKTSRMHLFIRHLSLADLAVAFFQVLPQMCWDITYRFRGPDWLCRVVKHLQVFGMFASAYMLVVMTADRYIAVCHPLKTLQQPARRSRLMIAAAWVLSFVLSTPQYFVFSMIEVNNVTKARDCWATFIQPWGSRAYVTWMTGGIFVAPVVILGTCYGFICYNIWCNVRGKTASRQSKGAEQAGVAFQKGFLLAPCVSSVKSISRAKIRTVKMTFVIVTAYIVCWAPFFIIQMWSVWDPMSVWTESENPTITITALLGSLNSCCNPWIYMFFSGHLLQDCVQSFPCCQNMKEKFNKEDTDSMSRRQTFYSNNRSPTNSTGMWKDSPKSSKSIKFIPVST
# CHO-K1 Ca PAM: nonselective activator or artifact in parental CHO-K1 calcium assay; activation, % at 3 µM; AID 602247; ATP EC20, Fluo-8 calcium fluorescence; 0% at ATP EC20, 100% at ATP max; 0.02% of 360,000 active;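 active = activation above the run cutoff, the mean activation of all test compounds plus 3 SD, cut at about 40% in these data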;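 also: peak over basal fluorescence ratio in a 140 s read after ATP addition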
# OXTR potentiate: potentiates the human oxytocin receptor response; CHO-OTR cells, Fluo-8 calcium fluorescence, potentiator mode; 0% = oxytocin EC15, 100% = EC100; activation, % at 3 µM; 0.061% of 320,000 active;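 active = activation above that plate's cutoff, the mean activation of tested compounds plus 3 SD, cut at about 6.6% in these data, passing the limit was not always enough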;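 also: 100% uses oxytocin at 75 nM as the full agonist control; some results filed as inactive read as strong as hits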
#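 Material: human OTR in CHO cells. Compound: 3.0 µM, one dose. Timing: compound 6 min at room temperature before oxytocin, 100 s read. Evaluation: % activation of max/min ratio relative to oxytocin controls. Replication: single well per compound, singlicate. Signal: Fluo-8 calcium dye fluorescence.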
# CHO parental Ca: counter-screen: ATP calcium response change in parental CHO cells. 0.63% of 330,000 active. inhibition, % at 5.6 µM. parental CHO-K1, ATP-induced calcium, Fluo-8 fluorescence;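 active = inhibition above that plate's mean sample inhibition plus 3 SD, cut at about 26% in these data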;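 also: 0% = ATP-challenged DMSO wells and 100% = DMSO wells without ATP; some compounds past the cut are filed as inactive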
#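 test system = CHO parental line | reagent = ATP stimulus | measured by = intracellular calcium via Fluo-8 no-wash fluorescent dye | control set = ATP and no-ATP DMSO wells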
# CHRM1 agonist: human M1 muscarinic receptor agonism | P11229 | activation, % at 3 µM | 0.33% of 360,000 active | CHO-K1 hM1, Fluo-8 calcium fluorescence, agonist mode; 0% DMSO, 100% acetylcholine EC100;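 active = activation above the run's mean compound activation plus 3 SD, cut at about 16% in these data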;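 also: peak over basal fluorescence ratio within a 140 s kinetic read after compound addition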
# TAAR1 agonist: agonists of human TAAR1; CHO RD-HGA16 TAAR1, Fluo-8 calcium fluorescence; vehicle wells 0%, saturating PEA agonist 100%; activation, % at 3 µM; 0.99% of 360,000 active;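 active = activation above the mean activation of all test compounds in the run plus 3 SD, cut at about 38% in these data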
# Target sequence (Q96RJ0 whole entry, looked up): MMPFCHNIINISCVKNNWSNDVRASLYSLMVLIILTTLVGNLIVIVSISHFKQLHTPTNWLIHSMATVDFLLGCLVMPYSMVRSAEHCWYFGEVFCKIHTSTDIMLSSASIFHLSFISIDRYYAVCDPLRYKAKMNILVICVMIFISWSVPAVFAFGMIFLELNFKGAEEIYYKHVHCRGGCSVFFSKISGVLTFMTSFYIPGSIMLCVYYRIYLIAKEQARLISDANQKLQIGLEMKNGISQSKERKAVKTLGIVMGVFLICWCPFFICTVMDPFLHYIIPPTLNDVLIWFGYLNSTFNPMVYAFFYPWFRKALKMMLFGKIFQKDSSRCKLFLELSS
#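 Test system: RD-HGA16 (CHO) cells co-expressing Gα16 and hTAAR1; dosing: one-point dosing at 3 µM (nominal); timing: 17-24 h seeding, 75 min 37 °C dye, 30 min RT; signal: kinetic Fluo-8 calcium fluorescence; read-out basis: % activation relative to PEA EC100 response; controls: DMSO and PEA EC100; replicates: n 1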
# M1 ag parental: counter-screen for M1 agonists: effect in parental CHO-K1 cells; activation, % at 3 µM; Fluo-8 calcium fluorescence; scaled to maximal ATP response, vehicle zero; 0.48% of 360,000 active; AID 602248; in the data active = activation above about 15%;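 also: untransfected CHO-K1 host cells lacking M1 receptor as counterscreen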
# TAAR1 antag: antagonists of human TAAR1; Q96RJ0; inhibition, % at 3 µM; CHO RD-HGA16 TAAR1, Fluo-8 calcium fluorescence, antagonist; 1.5% of 360,000 active;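 active = inhibition above a per-plate cutoff, the mean inhibition of test compounds on that plate plus 3 SD, cut at about 49% in these data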;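 also: 0% = DMSO plus EC80 beta-PEA response and 100% = DMSO alone without agonist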
#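 Test system – hTAAR1-expressing CHO RD-HGA16 cells, Gα16-coupled · Reagent – β-PEA at EC80 concentration, post-compound challenge · Compound dosing – 3 µM, single point · Timing – 140 s kinetic read after compound, 140 s after agonist · Detection – Fluo-8 intracellular calcium dye fluorescence, real-time kinetic reads · Control set – DMSO and EC80 PEA controls · Repeats – n of 1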
# CHO-K1 Ca antag: counter-screen for M1 antagonists: effect in parental CHO-K1 cells. ATP-induced calcium, Fluo-8 fluorescence. inhibition, % at 3 µM. 0.6% of 360,000 active. AID 602250;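 active = inhibition above a per-plate cutoff, the plate's mean sample inhibition plus 3 SD, cut at about 24% in these data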;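 also: 0% = DMSO plus EC80 ATP and 100% = DMSO alone without ATP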
# An asterisk follows results filed as active; nt = not tested or not shown. The order is random; any-hit rate near 3.3%.
compound	V1R ag counter	CHO parental Ca	TAAR1 antag	CHRM1 agonist	CHO-K1 Ca antag	TAAR1 agonist	CHO-K1 Ca PAM	OXTR potentiate	M1 ag parental
CCNC(=O)C1CCCN(C(=O)c2ccc(C(=O)OC)cc2)CC1 (configuration not stated)	nt	nt	-1	-1	1	1	9	nt	0.5
COc1ccccc1NC(=O)CCNS(=O)(=O)c1ccc2c(c1)CCN2C(C)=O	0.1	-19	-12	-3	-21	3	4	2	1.5
O=C(Nc1nc2c(F)cc(F)cc2s1)C1COc2ccccc2O1 (configuration not stated)	0.0	-14	-4	-1	-4	0	6	4	3.1
Cc1ccc(S(=O)(=O)c2cc3c(=O)n4ccccc4nc3n(C)c2=N)cc1C	-0.2	-13	-14	-1	1	0	-10	-4	0.6
Cc1oc(-c2ccccc2F)nc1CSCC(=O)NCc1ccc2c(c1)OCO2	-0.5	-11	-2	-7	-12	4	16	-13	0.8
Cc1cc(C)c(NC(=O)c2ccc(CN3CCc4ccccc4C3)cc2)c(C)c1	-0.8	-21	12	-6	-6	1	13	-7	0.2
COc1ccc(CCN(C)C(=O)c2cncc(Br)c2)cc1OC	0.0	2	-32	-3	-17	1	13	0	1.8
O=C(O)COc1ccccc1C=NNC(=O)c1ccccc1NS(=O)(=O)c1cccs1	1.9	-4	-9	0	-13	1	14	-1	1.0
O=C(NC1CCCC1)C1CC(=O)N(c2ccccc2)C1 (configuration not stated)	0.2	-16	-17	-1	-21	5	-6	-2	0.9
CCC(C)(C)NC(=O)CC(c1ccc(OC)cc1)n1cccc1 (configuration not stated)	-0.7	-25	-24	-3	1	4	14	-11	0.2
COCC(C)n1c(SCC(=O)NNC(=O)c2ccc(F)cc2)nc2ccccc2c1=O (configuration not stated)	0.9	-8	6	-3	-7	3	20	-9	1.4
COc1cccc(NC(=O)CN2C(=O)NC3(CCc4ccccc43)C2=O)c1 (configuration not stated)	-0.2	-4	-13	-4	-12	8	7	-2	0.3
COc1ccc2c3c(cccc13)OC2=O	0.2	-1	-14	-3	-3	6	-9	0	0.5
Cn1ccnc1COc1ccc(/C=N/O)cc1	0.2	-3	-15	-6	-7	1	-2	-8	0.7
CN(CC(=O)Nc1ccccc1Oc1ccccc1)Cc1ccccc1F	0.6	-51	30	-7	-14	0	11	-8	0.0
CCOC(=O)C1=C(C)Nc2nc(SCC)nn2C1c1ccc(OC)cc1 (configuration not stated)	-1.2	-24	11	-1	-14	5	12	-8	-0.1
CC1CCCCN1CCCNC(=O)c1ccc(Br)cc1 (configuration not stated)	0.8	-14	3	-11	-19	-5	4	1	-0.3
COC(=O)C1=CN(Cc2ccccc2)C=C(C(=O)OC)C1c1ccc(OC)c(OC)c1	0.1	-16	-1	-6	-5	3	20	-5	0.4
CCOC(=O)c1cnc2c(C)c(Cl)ccc2c1NCCCN1CCOCC1	1.2	-16	-12	-6	1	-2	-5	-14	0.4
C1CN(CCN2CCOCC2)CCN1	6.5	5	nt	1	-3	nt	13	-12	0.5
COc1ccc(CN2CCN(c3ncccn3)CC2)c(OC)c1	1.1	-3	9	-6	-2	6	4	-2	0.3
Cc1ccc(C=C2C=C(c3ccccc3)OC2=O)cc1	nt	nt	-2	0	-1	3	-2	nt	-0.1
CC1CCN(C(=S)Nc2ccc(SC(F)F)cc2)CC1	2.1	4	-17	-7	0	1	11	-6	2.9
O=C(NCCN1CCCCC1)Nc1ccc(Cl)cc1	3.2	-5	20	-8	-5	3	17	7	-0.2
CN(C)Cc1ccccc1C1(O)c2ccccc2CSc2ccccc21 (configuration not stated)	-0.4	-36	25	-2	-24	7	23	-11	0.9
CCOc1cccc(C(=O)N/N=C/c2coc3ccccc3c2=O)c1	0.3	-4	-20	4	-7	1	2	-5	0.4
CCOC(=O)C(NC(=O)CC)(Nc1sc(C)c(CC)c1C#N)C(F)(F)F (configuration not stated)	-0.6	-19	11	-7	-2	1	19	2	0.5
Cc1ccc(C)c(N2CCN(C(=O)c3cc4ccccn4n3)CC2)c1	1.0	-12	nt	-4	-7	nt	26	-1	3.3
CCn1cc(CCC(=O)O)c(C)n1	0.3	-10	7	-2	8	4	-5	-7	1.8
Clc1cccc(NCc2cn3cccnc3n2)c1	0.3	0	9	-5	-9	4	15	5	0.7
CC(=O)OC1COC(N2CCc3ccccc32)C(OC(C)=O)C1OC(C)=O (configuration not stated)	-1.0	-10	-31	-1	-1	0	14	-7	-0.1
O=C(NNC1CC(=O)N(c2ccc(Cl)cc2)C1=O)c1ccccc1Cl (configuration not stated)	-1.1	-11	-7	0	-12	1	9	-7	-0.2
C=CC(=O)N(CCC)C(c1ccccc1)c1ccccc1OC (configuration not stated)	-1.8	-20	9	-10	-15	15	4	-5	-0.9
CC(=O)Oc1ccc2nc(/C=C/c3ccccc3)oc(=O)c2c1	1.6	-12	-1	1	-2	-1	2	-3	-0.1
CCn1c(SCC(=O)Nc2cc(C)on2)nnc1-c1c[nH]c2ccccc12	0.6	-7	-1	-4	9	0	6	-7	0.6
COC(=O)C1=CO[C@@H](O)C2C(CO)=CCC12 (some centres not stated)	0.7	-8	7	-1	-13	2	18	-5	1.0
COc1ccc(CNC(=O)c2cc(C3CC3)nc3c2cnn3C(C)C)cc1OC	0.1	-18	13	-3	-8	10	20	-5	2.6
O=C1NN(c2ccc(F)cc2)C(=O)/C1=C/c1cccs1	0.3	-13	12	9	-8	29	24	-7	1.7
Cn1c(/C=N/NC(=O)c2ccccc2)nc2ccccc21	0.2	-5	-39	0	-15	11	12	-1	1.3
O=C1OCCN1c1ccccc1	nt	nt	0	0	-1	3	-17	nt	0.4
O=c1c([N+](=O)[O-])cc(C(F)(F)F)cn1Cc1cccc(Cl)c1	-1.2	-6	-10	-6	-7	13	-5	0	0.4
O=C(CCC(=O)OCC(F)(F)C(F)F)Nc1ccccc1F	-0.5	-9	-10	-2	-7	1	16	-3	0.9
CC(=O)NCCc1nc2ccccc2n1CCc1ccccc1	nt	nt	5	-6	-3	3	-18	nt	0.4
NC(=S)NNC(=O)c1cc(C(F)(F)F)cc(C(F)(F)F)c1	-0.1	0	6	-2	-9	6	8	-5	0.2
CCOC(=O)c1ccc2ncc(C(=O)OCC)c(NCCN(C)C)c2c1	0.5	-13	-8	-7	-7	1	-5	-2	0.8
CS(=O)(=O)Cc1ccc(C(=O)NC2CCN(Cc3ccccc3)C2)cc1 (configuration not stated)	0.7	3	-6	-8	-10	0	-3	2	0.8
CC(C)CCNC(=O)CSc1nc2ccsc2c(=O)n1NC(=O)c1ccccc1	-0.6	-6	7	-7	-7	10	12	1	0.0
CCOc1ccccc1NC(=O)C1CCCN(S(=O)(=O)c2ccc3c(c2)C(C)(C)C(=O)N3C)C1 (configuration not stated)	1.7	-10	-12	-6	4	2	7	-6	1.4
O=C(CCCCCN1C(=O)c2ccccc2C1=O)Nc1nccs1	3.2	-10	0	-3	2	10	2	-3	2.0
CN(/N=C/C=C/c1ccccc1)c1cc(=O)n(C)c(=O)[nH]1	0.1	-2	-13	-4	-3	5	19	0	0.4
Cc1cc(C)c(C#N)c(N)n1	0.4	-10	8	-3	-14	2	18	-2	-0.1
Cc1ccc(N(CC(=O)NCc2cccs2)S(=O)(=O)c2cccs2)cc1	1.1	-33	7	-5	-13	8	6	-15	0.5
C=CCC(=O)N1CCCC(CCC(=O)NCc2ccccc2F)C1 (configuration not stated)	0.0	1	4	-4	-4	1	-10	-13	0.1
Cc1cccc(NC(=S)N/N=C/c2ccc3c(c2)OCO3)c1	-0.1	-13	-14	-8	-6	5	20	-7	0.2
O=C(Nc1ccc(Cl)cc1)N1CCOCC1	8.6	3	19	-1	-5	8	15	-1	1.8
CC(=O)c1sc(NC(=O)C2(F)C(F)(F)C(F)(F)C(F)(F)C(F)(F)C2(F)F)nc1C	11	16	-5	3	26*	9	2	-11	13
CCN1CCC(C(N)=O)CC1	0.5	1	-2	-3	-10	7	16	-12	0.5
COc1cccc(C(=O)NCC(=O)OCC(=O)C(C)(C)C)c1	0.8	-1	-2	-3	-5	5	13	-2	0.1
O=c1c2ccccc2nc(N/N=C/c2ccc(O)cc2)n1O	0.9	0	-7	-3	3	5	19	0	0.2
COc1cc2cc(CN(Cc3nnnn3Cc3ccccc3)CC3CCCO3)c(=O)[nH]c2cc1OC (configuration not stated)	nt	nt	-13	-3	-18	2	18	nt	0.7

# Laid out differently: 2 of the compounds above
# Order of results: V1R ag counter	CHO parental Ca	TAAR1 antag	CHRM1 agonist	CHO-K1 Ca antag	TAAR1 agonist	CHO-K1 Ca PAM	OXTR potentiate	M1 ag parental
> O=C(CCC(=O)OCC(F)(F)C(F)F)Nc1ccccc1F
 : -0.5	-9	-10	-2	-7	1	16	-3	0.9
> CC(=O)NCCc1nc2ccccc2n1CCc1ccccc1
 : nt	nt	5	-6	-3	3	-18	nt	0.4

# The listing picks up; the 2 compounds before the break are reprinted first.
compound	V1R ag counter	CHO parental Ca	TAAR1 antag	CHRM1 agonist	CHO-K1 Ca antag	TAAR1 agonist	CHO-K1 Ca PAM	OXTR potentiate	M1 ag parental
O=c1c2ccccc2nc(N/N=C/c2ccc(O)cc2)n1O	0.9	0	-7	-3	3	5	19	0	0.2
COc1cc2cc(CN(Cc3nnnn3Cc3ccccc3)CC3CCCO3)c(=O)[nH]c2cc1OC (configuration not stated)	nt	nt	-13	-3	-18	2	18	nt	0.7
CCCOc1ccc(-c2cc3onc(-c4ccccc4)c3c(=O)n2C)cc1	2.4	-9	11	-3	0	3	-4	-7	0.0
CCc1cccc(OCC(=O)N(C)CC(=O)Nc2cccc(F)c2)c1	0.1	-25	-10	-2	7	0	-8	-2	1.8
Cc1c(C(=O)NCC2CCCO2)oc2ccccc12 (configuration not stated)	0.0	-7	-5	-3	-14	1	-1	-3	0.2
COC(=O)Cc1cc(=O)n(-c2nc3ccccc3[nH]2)[nH]1	0.8	1	-7	-1	-9	2	4	-3	0.0
CC1C(=O)Nc2ccccc2N1C(=O)c1ccc(F)cc1 (configuration not stated)	-0.6	-6	-6	-2	-18	4	13	-3	0.0
NC(=O)c1ncn([C@@H]2O[C@H](CNCc3c(OCc4ccccc4F)ccc4ccccc34)[C@@H](O)[C@H]2O)n1	nt	nt	-25	-8	-1	9	16	nt	1.2

# High-throughput results (PubChem BioAssay)
